KCNK3 block: human KCNK3 channel inhibitors, primary screen, CHO cells, FluxOR thallium flux, B-score; FluxOR fluorescence; hits give low values; B-score at 10 µM; 340,000 compounds, 0.84% hits;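 active means B-score under library mean minus 4 SD, starting fluorescence ratio at most library mean plus 5 SD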;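 further: more negative B-score means stronger inhibition of thallium flux through KCNK3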
TMEM16A act: TMEM16A chloride channel activators or potentiators, primary screen, cell-based, HTS. AID 623877, 2012. B-score at 10 µM. 340,000 compounds, 0.3% hits. HEK293 TMEM16A/YFP-H148Q/I152L, iodide quench fluorescence; hits give low values. Anoctamin-1 (Mus musculus), Q8BHY3;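 active means fluorescence-ratio B-score plate-corrected deviation score at least 3 library SD below zero, with starting fluorescence score within 5 deviations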;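 further: channel opened by trigger with iodide after compound preincubation; score built on the fluorescence ratio of max minus min over baseline; more negative score means more quench and so TMEM16A activation or potentiation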
Target sequence (Q8BHY3 whole entry, looked up): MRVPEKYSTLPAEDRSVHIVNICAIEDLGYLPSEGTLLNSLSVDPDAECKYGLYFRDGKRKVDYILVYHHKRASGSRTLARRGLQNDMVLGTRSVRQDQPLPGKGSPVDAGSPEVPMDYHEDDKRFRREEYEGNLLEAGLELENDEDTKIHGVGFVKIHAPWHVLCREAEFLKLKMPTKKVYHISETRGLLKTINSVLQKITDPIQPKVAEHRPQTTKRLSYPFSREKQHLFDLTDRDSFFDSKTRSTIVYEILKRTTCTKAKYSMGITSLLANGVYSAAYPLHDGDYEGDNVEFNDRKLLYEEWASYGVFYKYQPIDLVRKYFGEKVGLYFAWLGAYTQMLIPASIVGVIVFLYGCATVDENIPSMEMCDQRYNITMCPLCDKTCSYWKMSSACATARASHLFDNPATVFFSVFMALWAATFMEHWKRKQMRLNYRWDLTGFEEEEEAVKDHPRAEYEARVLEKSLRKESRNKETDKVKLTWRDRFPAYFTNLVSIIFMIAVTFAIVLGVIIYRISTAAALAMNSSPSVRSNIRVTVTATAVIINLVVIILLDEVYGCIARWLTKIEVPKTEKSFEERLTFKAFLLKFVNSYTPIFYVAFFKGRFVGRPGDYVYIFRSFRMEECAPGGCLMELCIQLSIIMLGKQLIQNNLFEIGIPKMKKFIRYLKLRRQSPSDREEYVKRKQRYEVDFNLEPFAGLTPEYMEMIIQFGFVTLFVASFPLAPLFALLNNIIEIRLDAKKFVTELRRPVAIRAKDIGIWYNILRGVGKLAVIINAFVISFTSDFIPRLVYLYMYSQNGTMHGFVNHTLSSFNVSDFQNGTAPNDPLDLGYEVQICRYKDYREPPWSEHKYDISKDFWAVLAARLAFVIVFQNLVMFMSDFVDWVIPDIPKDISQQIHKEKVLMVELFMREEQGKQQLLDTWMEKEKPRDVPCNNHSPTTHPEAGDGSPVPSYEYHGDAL
An asterisk follows results filed as active; i = inactive. Not all compounds are listed; count on the stated rates, not on these rows.

Sequence of screens – KCNK3 block, TMEM16A act
> Clc1ccc(C=NN2CCCCCC2)cc1
 : i, i
> O=C(CN1C(=O)NC2(CCCC2)C1=O)Oc1ccc2ccc(=O)oc2c1
 : i, i
> COc1ccc(Cc2nnc(SCC(=O)c3c(N)n(C4CC4)c(=O)[nH]c3=O)o2)cc1
 : i, i
> O=C(COC(=O)c1cccc(S(=O)(=O)N2CCOCC2)c1)NCc1ccc2c(c1)OCO2
 : i, i
> c1ccc([C@H]2CN3C(=N2)Sc2ccccc23)cc1
 : i, i
> NC(=O)c1ccc(NC(=O)COC(=O)CCCOc2ccccc2)cc1
 : i, i
> CCS(=O)c1ccccc1C(=O)OCC(=O)Nc1cccc(S(=O)(=O)N2CCCCC2)c1 (configuration not stated)
 : i, i
> CCN(CC(=O)Nc1c(F)cccc1F)C(=O)Cn1c(=O)cnc2ccccc21
 : i, i
> COc1cc(N)c(Cl)cc1C(=O)OCC(=O)NCC1CCCCC1
 : i, i
> Cc1cc(C)cc(OCC(=O)N(C)CC(=O)Nc2ccc(Cl)c(C(F)(F)F)c2)c1
 : i, i
> CCN(CC(=O)NCc1cccs1)C(=O)c1cccc(Cl)c1
 : i, i
> CCCCn1c(N)c(N(C)C(=O)C2CCCC2)c(=O)[nH]c1=O
 : i, i
> CC(=O)c1ccccc1NC(=O)c1cc(S(=O)(=O)N2CCOCC2)ccc1N1CCCC1
 : i, i
> CCC1CCCCN1C(=O)COc1ccc2c3c(c(=O)oc2c1)CCC3 (configuration not stated)
 : i, i
> O=C(NCc1ccccn1)c1ccccc1OCc1ccc(Cl)cc1Cl
 : i, i
> CC(Sc1nnc(C2CC2)n1C1CC1)C(=O)Nc1cccc(S(=O)(=O)N(C)C)c1 (configuration not stated)
 : i, i
> CC(C(=O)NCC1CCCCC1)N1CCN(S(=O)(=O)c2cccs2)CC1 (configuration not stated)
 : i, i
> CCOc1ccccc1C(=O)OCC(=O)Nc1cccc(S(=O)(=O)N2CCCC2)c1
 : i, i
> Cc1c(NC(=O)C(C)OC(=O)c2ccccc2O)c(=O)n(-c2ccccc2)n1C (configuration not stated)
 : i, i
> CC(=O)Nc1n[nH]c(=S)s1
 : i, i
> Cc1ccccc1C(=O)N1CCC(C(=O)Nc2sccc2C(N)=O)CC1
 : i, i
> O=C(O)c1ccc(NC2=C/C(=N/S(=O)(=O)c3ccccc3)c3ccccc3C2=O)cc1
 : i, i
> CCCN(CC(=O)Nc1ccccc1C)C(=O)C1CC(=O)N(c2ccc(C)cc2)C1 (configuration not stated)
 : i, i
> O=C1C(O)CCN1C1CCCCC1 (configuration not stated)
 : i, i
> COCC(C)n1c(SCC(=O)N2CC(=O)Nc3ccccc32)nc2ccccc2c1=O (configuration not stated)
 : i, i
> Cc1ccc(S(=O)(=O)N2CCCCC2)cc1NC(=O)c1ccccc1Cl
 : i, i
> Cc1ccc(NC(=O)c2n[nH]c(=O)c3ccccc23)cc1S(=O)(=O)N1CCOCC1
 : i, i
> NS(=O)(=O)c1ccc(NC(=O)c2ccc(-c3ccccc3)cc2)cc1
 : i, i
> CCCN(Cc1nnc(-c2cccs2)o1)C(=O)CN1C(=O)NC2(CCCCC2C)C1=O (configuration not stated)
 : i, i
> COC(=O)c1ccc(CNC(=O)COC(=O)/C=C/c2ccc(OC)c(OC)c2)cc1
 : i, i

Grouped by structure: those above with an aryl methoxy group.
Sequence of screens – KCNK3 block, TMEM16A act
> COc1ccc(Cc2nnc(SCC(=O)c3c(N)n(C4CC4)c(=O)[nH]c3=O)o2)cc1
 : i, i
> COc1cc(N)c(Cl)cc1C(=O)OCC(=O)NCC1CCCCC1
 : i, i
> COC(=O)c1ccc(CNC(=O)COC(=O)/C=C/c2ccc(OC)c(OC)c2)cc1
 : i, i

An excerpt from above in order of heavy-atom count, ascending.
Sequence of screens – KCNK3 block, TMEM16A act
> NC(=O)c1ccc(NC(=O)COC(=O)CCCOc2ccccc2)cc1
 : i, i
> Cc1c(NC(=O)C(C)OC(=O)c2ccccc2O)c(=O)n(-c2ccccc2)n1C (configuration not stated)
 : i, i
> O=C(COC(=O)c1cccc(S(=O)(=O)N2CCOCC2)c1)NCc1ccc2c(c1)OCO2
 : i, i

New compounds follow:
Sequence of screens – KCNK3 block, TMEM16A act
> Cc1cccc(NC(=O)CSc2cccc[n+]2[O-])c1C
 : i, i
> C=CC(=O)Nc1cccc(Oc2cc(Cl)nc3[nH]ccc23)c1
 : i, i
> O=C1C=C(/C=C/c2ccccc2)C[C@@H](c2ccc(F)cc2)C1
 : i, i
> COc1ccc(C)cc1NC(=O)c1cc(-c2ccccc2)nc2c1cnn2C(C)C
 : i, i
> O=C(NN=Cc1ccc2c(c1)OCO2)NN=Cc1ccc2c(c1)OCO2
 : i, i
> O=C(C[C@H]1C/C=C\CC[C@@H](Cc2ccc(F)cc2)C(=O)OC[C@H]2CCCN2C1=O)NCCO
 : i, i
> Nc1cc(=O)[nH]c(SCC(=O)Nc2cc(S(=O)(=O)N3CCCCCC3)ccc2Cl)n1
 : i, i
> COc1ccccc1NS(=O)(=O)c1cccc(NC(=O)c2nn(C)c(=O)c3ccccc23)c1
 : i, i
> O=C(N=Nc1c(O)[nH]c2ccccc12)Nc1ccccc1
 : i, i
> O=C(COC(=O)/C=C/c1ccccc1[N+](=O)[O-])NNC(=O)c1ccc(F)cc1
 : i, i
> COc1ccc(NC(=O)N(C)C[C@H]2Oc3c(NC(=O)c4nc5ccccc5s4)cccc3C(=O)N([C@@H](C)CO)C[C@H]2C)cc1
 : i, i
> COc1cccc(C(=O)OCC(=O)NCC2CCCO2)c1 (configuration not stated)
 : i, i
> O=C1NC(=O)C(Cc2ccc(O)cc2)N1 (configuration not stated)
 : i, i
> COc1ccccc1CNC(=O)COC(=O)C1CCN(S(=O)(=O)c2c(Cl)cccc2Cl)CC1
 : i, i
> CC(C)(C)c1ccc(C(=O)OCC(=O)NC2CC2)cc1
 : i, i
> CCOc1ccc(OCCCC(=O)N(CC)CC(=O)Nc2c(F)cccc2F)cc1
 : i, i
> CCn1c(=NC(=O)CN2C(=O)CCC2=O)sc2c(C)cc(C)cc21
 : i, i
> CC1CCCN(S(=O)(=O)c2cc(C(=O)NCc3ccco3)ccc2Cl)C1 (configuration not stated)
 : i, i
> CCN(CC)c1ccc(NC(=O)CSC(=O)c2ccccc2)cc1
 : i, i
> COc1ccccc1NS(=O)(=O)c1ccc2[nH]c(=S)oc2c1
 : i, i
> CCCNC(=O)C(Cc1ccccc1)NC(=O)c1ccccn1 (configuration not stated)
 : i, i
> COc1ccc(CN(C)C(=O)c2ccccc2OCc2c(C)noc2C)cc1OC
 : i, i
> CC(=O)Nc1cc(F)c2c(c1F)Cc1cc(F)ccc1-2
 : i, i
> O=C(COC(=O)c1cccc(Cl)c1)Nc1cccc(S(=O)(=O)NC2=NCCC2)c1
 : i, i
> CCOc1ccc(NC(=O)Cn2nc(C(N)=O)c3ccccc3c2=O)cc1S(=O)(=O)N1CCCC1
 : i, i
> CSCCC(NC(=O)COc1ccccc1)C(=O)NCCOc1ccccc1 (configuration not stated)
 : i, i
> Cc1ccccc1-c1nc(S(=O)(=O)c2ccccc2)c(N2CCCC2)o1
 : i, i
> CCCN(Cc1nnc(-c2ccccc2Cl)o1)C(=O)COc1ccc(Cl)cc1
 : i, i
> O=c1[nH]c2cc3c(cc2cc1C(c1nnnn1C1CCCC1)N1CCCc2ccccc21)OCCO3 (configuration not stated)
 : i, i
> O=C1CCCCC1Nc1ccc([N+](=O)[O-])cc1 (configuration not stated)
 : i, i
> O=C(CCc1ccc(S(=O)(=O)N2CCOCC2)cc1)Nc1ccccc1F
 : i, i
> O=C(C[C@@H]1C/C=C/CC[C@H](Cc2ccc(F)cc2)C(=O)O[C@H](c2ccccc2)CNC1=O)NCCO
 : i, i
> O=C(CCNC(=O)c1ccccc1Cl)Nc1nc2ccc(F)cc2s1
 : i, i
> O=C1NC(=S)S/C1=C\c1cccc([N+](=O)[O-])c1
 : i, i
> O=C(CCc1nc2ccccc2c(=O)[nH]1)NNC(=O)COc1cccc(F)c1
 : i, i
> COc1ccc(NC(=O)CN2C(=O)NC3(CCCCCC3)C2=O)cc1Cl
 : i, i
> CCNC(=O)N(C)C[C@H]1N[C@@](C)(C(=O)OC)[C@H]2C(=O)N(C)C(=O)[C@@H]12
 : i, i
> COc1cc(C=NNC(=O)c2ccccc2-n2cccc2)ccc1O
 : i, i
> O=c1[nH]c(=O)n(C2OC(CO)C(O)C2O)cc1F (configuration not stated)
 : i, i
> Cc1cccc2c(N=NC(=O)c3ccc(NS(=O)(=O)c4cccs4)cc3)c(O)[nH]c12
 : i, i
> Cc1nn(-c2ccc(F)cc2)c(Cl)c1C(=O)OC(C)C(=O)N(C)C1CCCCC1 (configuration not stated)
 : i, i
> O=C(OCC(=O)N1CCCCCC1)c1ccc[nH]c1=O
 : i, i
> CCOc1ccc(C(=O)COC(=O)CN2C(=O)NC3(CCCCC3C)C2=O)cc1 (configuration not stated)
 : i, i
> CN(C)S(=O)(=O)c1ccc(Cl)c(C(=O)OCC(=O)NNC(=O)c2cccs2)c1
 : i, i
> CC1CCCN(C(=O)COC(=O)COc2ccc(Cl)cc2)C1 (configuration not stated)
 : i, i
> O=C(COC(=O)CNC(=O)c1ccc(Cl)cc1Cl)NC1CC1
 : i, i
> O=C1OC(Oc2ccc(Br)cc2)(c2ccccc2)c2ccccc21 (configuration not stated)
 : -10*, i
> COc1ccc(CNC(=O)COC(=O)c2cc3ccccc3cc2O)cc1OC
 : i, i
> CCN(CC)C(CNC(=O)CSc1nnnn1-c1ccc(C)c(C)c1)c1ccco1 (configuration not stated)
 : i, i
> Cn1c(SCC(=O)Nc2ccc3nc(SCC(=O)N4CCCC4)sc3c2)nnc1-c1ccc(N)cc1
 : i, i
> CCN(CC(=O)Nc1ccc(OC)cc1)CC(=O)N1CC(=O)Nc2ccccc21
 : i, i
> COc1ccc(CCN2CC(C(=O)NCC(c3ccccc3)N(C)C)CC2=O)cc1OC (configuration not stated)
 : i, i
> COc1ccc(CCC(=O)OCC(=O)NCc2ccc(OC)c(OC)c2)cc1OC
 : i, i
> CN(Cc1ccccc1)C(=O)c1ccc(NC(=O)Cc2cccc(NC(=O)C3CCCN(C(=O)CCc4ccccc4)C3)c2)cc1 (configuration not stated)
 : i, i
> CC(=O)Nc1ccc2c(c1)C(N1CC3CCC(CC3)C1)c1ccccc1-2 (configuration not stated)
 : -10*, i
> O=C(Nc1ccon1)c1nc[nH]c1C(=O)N1CCN(c2ccccc2)CC1
 : i, i
> N#Cc1ccccc1OCC(=O)OCC(=O)NC1CC1
 : i, i
> CC(=O)NC(Cc1c[nH]c2ccccc12)C(=O)OCC(=O)N1CCN(S(=O)(=O)c2ccc(Cl)cc2)CC1 (configuration not stated)
 : i, i
> CCCCn1c(N)c(N(CCC(C)C)C(=O)c2ccccc2-n2cnnn2)c(=O)[nH]c1=O
 : i, i
> CN(C(=O)CSc1nc2ccccc2o1)C1CCCCC1
 : i, i

Compound profiles, from the list above:
CCn1c(=NC(=O)CN2C(=O)CCC2=O)sc2c(C)cc(C)cc21 as listed: KCNK3 block = i; TMEM16A act = i
COc1ccccc1NS(=O)(=O)c1ccc2[nH]c(=S)oc2c1 as listed: KCNK3 block = i; TMEM16A act = i

Further results follow.
Sequence of screens – KCNK3 block, TMEM16A act
> O=C(C1CCN(S(=O)(=O)c2ccccc2F)CC1)N1CCCC1
 : i, i
> Cc1nn(-c2ccccc2)c(Cl)c1C(=O)NNC(=O)c1ccncc1
 : i, i
> CC(=O)c1ccccc1NC(=O)COC(=O)C1=NN(c2ccccc2)C(=O)CC1
 : i, i
> CN(C(=O)CSc1ncnc2sccc12)C1CCS(=O)(=O)C1 (configuration not stated)
 : i, i
> Cc1c(Cl)cnc(NC(=O)COC(=O)c2ccncc2)c1Cl
 : i, i
> Cc1cccc(NC(=O)CSc2nc3[nH]c(=O)cc(O)c3s2)c1
 : i, i
> O=C1C=C(c2ccc(Oc3ccccc3)cc2)C[C@@H](c2ccc(Cl)cc2)C1
 : i, i
> Cc1nc2[nH]c(=S)[nH]c2c(=O)[nH]1
 : i, i
> CC(C)CN(CC(C)C)C(=O)COn1nnc2ccc(S(=O)(=O)N3CCOCC3)cc21
 : i, i
> COc1ccc(S(=O)(=O)Nc2cccc(S(=O)(=O)N3CCCCC3)c2)cc1
 : i, i
> CN(Cc1ccccc1)C(=O)COC(=O)c1ccccc1SCC(=O)N1CCCC1
 : i, i
> CCCNC(=O)N1CCN(S(=O)(=O)c2ccc3c(c2)OCCO3)CC1
 : i, i
> COc1ccc(C)cc1CN(C)c1ccc(S(=O)(=O)N2CCN(C)CC2)cn1
 : i, i
> Cc1nc(-c2ccc(F)cc2)c(CC(=O)NCC(=O)Nc2ccc(F)c(F)c2)s1
 : i, i
> CCN(C(=O)COC(=O)CNC(=O)c1ccc2ccccc2c1)c1c(N)n(Cc2ccccc2)c(=O)[nH]c1=O
 : i, i
> O=C(COC(=O)/C=C/c1cccc(Br)c1)Nc1cccc(S(=O)(=O)NC2=NCCC2)c1
 : i, i
> CC/C(=C(/c1ccccc1)c1ccc(OCC[N+](C)(C)C)cc1)c1ccccc1
 : i, i
> CN(c1ccccc1)S(=O)(=O)c1ccc(Cl)c(C(=O)Nc2ccncc2)c1
 : i, i
> CCN(C(=O)CN1CCCCC1C)c1c(N)n(Cc2ccccc2)c(=O)[nH]c1=O (configuration not stated)
 : i, i
> COc1ccc(-c2ccc3c(c2)S(=O)(=O)c2cccc(C(=O)NCc4cccc(OC(F)(F)F)c4)c2C3=O)cc1OC
 : i, -4.6*
> O=C(CNS(=O)(=O)c1ccc(Cl)c(C(F)(F)F)c1)NC1CCCCC1
 : i, i
> Cc1ccc(OC(C)C(=O)Nc2ccc(Cl)cn2)c([N+](=O)[O-])n1 (configuration not stated)
 : i, i

Source: PubChem BioAssay
